12-LOX inh: ALOX12 (human) lipoxygenase inhibition | P18054 | purified 12hLO, xylenol orange hydroperoxide absorbance | Potency, µM (doses to about 108 µM), for the others: at the top dose activity change, negative = inhibition, usual class: inhibitors | 580,000 compounds, 1.1% hits
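Hydroperoxide product was detected by ferrous iron/xylenol orange as the 573 to 405 nm absorbance ratio. Arachidonic acid at 40 uM (final) was turned over for 30 min at room temperature by 150 nM human 12hLO, pH 7.0 Hepes buffer, after 15 min compound preincubation.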
RGS4 inhibitor: blocks human RGS4-accelerated GTP hydrolysis | P49798 | Transcreener GDP fluorescence polarization, RGS4-accelerated GTP hydrolysis | Potency, µM (series often up to 114 µM), for inactives: top-dose activity change, negative = inhibition, most hits filed as inhibitors | 390,000 compounds, 0.039% hits; also: nearly all actives have a fitted effect of over 75% in size; some results filed as inactive show a strong effect at the top dose
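MLSMR compounds (23 nl, pin-transferred) preincubated 10 min at room temperature with a 500nM (2x) first reagent, then RGS4 at 900nM (2x) plus Transcreener GDP mix added; fluorescence polarization (620/688 nm) read before and after 90 min at 30 °C.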
G9a block: blocks human histone lysine methyltransferase G9a | Q96KQ7 | G9a H3K9 monomethylation, AlphaScreen, 2 h | Potency, µM (titrated, usually from 102 µM), inactives show at the highest dose activity, negative = inhibition, most hits filed as inhibitors | 350,000 compounds, 8.8% hits | AID 504332; also: nearly all actives have a fitted effect of over 75% in size
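Compounds were preincubated with 20 nM G9a for 15 min, after which biotinylated H3K9 peptide (500 nM) and SAM (20 uM) started a 2 h room-temperature reaction. Monomethylated product was quantified by antibody-based AlphaScreen chemiluminescence.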
BAZ2B block: BAZ2B (human) inhibition; Potency, µM (top dose mostly 114 µM), for inactives: top-dose activity change, negative = inhibition, usual class: inhibitors; AlphaScreen BAZ2B-H3K14Ac peptide displacement; 360,000 compounds, 4.4% hits; Q9UIF8; AID 504333; also: nearly all actives have a fitted effect of over 60% in size
Target sequence (Q9UIF8 whole entry, looked up): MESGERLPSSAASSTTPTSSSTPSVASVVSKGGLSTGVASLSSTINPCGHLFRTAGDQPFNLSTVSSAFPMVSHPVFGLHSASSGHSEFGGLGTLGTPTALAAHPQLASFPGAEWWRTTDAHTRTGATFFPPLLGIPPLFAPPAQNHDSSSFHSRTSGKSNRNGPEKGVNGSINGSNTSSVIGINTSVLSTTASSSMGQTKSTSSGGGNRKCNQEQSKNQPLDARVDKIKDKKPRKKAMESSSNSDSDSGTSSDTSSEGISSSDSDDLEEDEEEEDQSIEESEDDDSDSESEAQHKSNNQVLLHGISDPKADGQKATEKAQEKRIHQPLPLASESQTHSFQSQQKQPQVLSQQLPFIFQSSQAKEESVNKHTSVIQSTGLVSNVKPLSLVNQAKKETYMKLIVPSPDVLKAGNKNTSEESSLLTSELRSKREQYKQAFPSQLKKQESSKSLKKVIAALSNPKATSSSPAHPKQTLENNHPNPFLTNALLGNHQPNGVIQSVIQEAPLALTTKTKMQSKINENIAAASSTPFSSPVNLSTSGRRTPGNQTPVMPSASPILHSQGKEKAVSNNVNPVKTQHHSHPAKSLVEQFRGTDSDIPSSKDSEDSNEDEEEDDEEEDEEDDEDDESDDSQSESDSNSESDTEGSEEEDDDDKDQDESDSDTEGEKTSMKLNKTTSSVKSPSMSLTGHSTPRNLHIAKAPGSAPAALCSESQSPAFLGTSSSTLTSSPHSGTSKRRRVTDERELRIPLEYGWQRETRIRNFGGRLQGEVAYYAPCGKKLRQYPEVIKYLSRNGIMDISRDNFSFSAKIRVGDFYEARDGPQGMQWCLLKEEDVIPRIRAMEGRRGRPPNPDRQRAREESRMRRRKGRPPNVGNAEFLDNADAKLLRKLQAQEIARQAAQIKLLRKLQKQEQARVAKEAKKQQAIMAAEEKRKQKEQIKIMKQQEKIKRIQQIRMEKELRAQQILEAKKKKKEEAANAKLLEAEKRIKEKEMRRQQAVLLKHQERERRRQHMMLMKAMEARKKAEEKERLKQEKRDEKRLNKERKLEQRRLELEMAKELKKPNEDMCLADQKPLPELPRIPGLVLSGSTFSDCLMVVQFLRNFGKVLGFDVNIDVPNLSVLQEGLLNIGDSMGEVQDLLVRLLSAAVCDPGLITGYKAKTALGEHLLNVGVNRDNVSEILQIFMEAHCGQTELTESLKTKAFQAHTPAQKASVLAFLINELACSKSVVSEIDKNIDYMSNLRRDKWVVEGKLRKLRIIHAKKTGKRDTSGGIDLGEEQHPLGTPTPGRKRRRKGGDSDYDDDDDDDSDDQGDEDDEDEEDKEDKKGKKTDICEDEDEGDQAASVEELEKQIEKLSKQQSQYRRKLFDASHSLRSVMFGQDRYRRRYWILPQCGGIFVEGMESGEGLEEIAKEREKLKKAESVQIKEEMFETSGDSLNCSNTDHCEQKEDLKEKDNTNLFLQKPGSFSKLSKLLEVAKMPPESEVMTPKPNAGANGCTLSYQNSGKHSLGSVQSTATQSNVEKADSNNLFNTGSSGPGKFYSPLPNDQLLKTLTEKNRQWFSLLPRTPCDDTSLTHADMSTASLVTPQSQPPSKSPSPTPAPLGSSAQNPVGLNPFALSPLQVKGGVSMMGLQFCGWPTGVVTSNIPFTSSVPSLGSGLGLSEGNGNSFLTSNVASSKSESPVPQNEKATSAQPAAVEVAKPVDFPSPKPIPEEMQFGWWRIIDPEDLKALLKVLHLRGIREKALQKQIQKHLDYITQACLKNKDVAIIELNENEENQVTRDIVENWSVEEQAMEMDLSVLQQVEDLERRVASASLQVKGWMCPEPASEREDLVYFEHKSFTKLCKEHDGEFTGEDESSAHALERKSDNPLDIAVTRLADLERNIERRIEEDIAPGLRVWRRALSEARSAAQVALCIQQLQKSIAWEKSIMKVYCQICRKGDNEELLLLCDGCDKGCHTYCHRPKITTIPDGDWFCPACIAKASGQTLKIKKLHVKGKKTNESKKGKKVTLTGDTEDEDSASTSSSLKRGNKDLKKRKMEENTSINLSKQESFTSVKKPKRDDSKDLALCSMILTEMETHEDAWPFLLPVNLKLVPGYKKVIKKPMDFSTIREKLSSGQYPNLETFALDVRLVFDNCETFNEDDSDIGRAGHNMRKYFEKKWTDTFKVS
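AlphaScreen displacement of biotin-H3(5-23)K14Ac peptide (50 nM final) from BAZ2B (50 nM final) in PBS pH 7.4, 0.01% Tween-20; complex preformed 30 min RT, then compounds (top 110 uM) 30 min RT, beads 20 min dark.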
Numbers without * were called inactive; i = inactive; u = inconclusive; x = no result given; & = joins results of further samples; ! = not confirmed by another sample; [ ] = remark or other dose. Calls follow the shape of the dose curve; as a rule, active = well fitted curve in the direction sought with a large enough effect; inconclusive = small, poorly fitted or top-dose-only effect, or another doubt; inactive = no such curve, though single readings can be large; an effect the other way counts as inactive or inconclusive. % is scaled to controls: 0 for no effect and ±100 for the full control effect; potency is read from the fitted curve at half-maximal effect.

12-LOX inh	RGS4 inhibitor	G9a block	BAZ2B block	SMILES
-0.6%	x	3.7%	-7.8%	Cc1ccc(CC(=O)NCc2cccnc2)cc1
-5.5%	x	-12.3%[59 µM]	-3.6%	Cc1cc(C)nc(N2CCCC(C(=O)Nc3nnc(C(C)C)s3)C2)n1 (centres undefined)
3.9%	x	9.5%	-37.9%	COc1ccccc1CNC(=O)c1cc2c(=O)[nH]c3ccccc3c2n1C
2.2%	x	-5.7%	-14.9%	COc1cc(/C=N/NC(=O)c2cc3c(ccc4ccccc43)o2)cc(OC)c1O
-8.1%	x	3.1%	11.1%	Cc1cccc(-n2c(SCN3C(=O)c4ccccc4C3=O)nc3ccccc3c2=O)c1
-8.0%	x	23.4%	4.0%	CCOP(=O)(OCC)C(Nc1cccc(C(F)(F)F)c1)c1ccc(Br)cc1 (centres undefined)
12.0%	x	-0.3%[0.501 µM]	u	O=C(N/N=C/c1ccco1)c1[nH]ncc1Br
u	x	22.4µM*	-1.5%	CCOC(=O)COn1c(=O)c(-c2ccc(OC)c(OC)c2)[n+]([O-])c2ccccc21
-27.5%	x	3.98µM*	31.6µM*	COc1ccc(CN2CCN(CCCc3ccccc3)CC2)c(OC)c1
-6.8%	x	3.2%	-3.2%	NC(=O)Cn1cc(C(=O)COc2ccccc2)c2ccccc21
3.4%[57.4 µM]	x	-11.1%[59 µM]	6.9%	Cc1cccc(NC(=O)c2cnc3sccn3c2=O)c1C
-12.2%	x	-21.0%[59 µM]	u	CC(CCCCC(=O)Nc1ccc(C(F)(F)F)cc1)NCCc1cnc[nH]1 (centres undefined)
2.7%	x	37.9%[59 µM]	-4.2%	Cc1ccc(Cl)cc1NC(=O)COC(=O)c1ccc(N2CCCC2)c([N+](=O)[O-])c1
5.0%	x	43.4%[59 µM]	-32.7%	O=C(N/N=C\c1ccco1)c1cncc(Br)c1
12.6µM*	x	u	u	Oc1c(C=NCc2ccc(F)cc2)[nH]c2ccc(Br)c(Cl)c12
-0.9%	x	25.9%	u	O=C(Cc1ccccc1)c1c[nH]c(C(=O)NCCCn2ccnc2)c1
-11.5%	x	-32.1%	-9.1%	COc1ccccc1N/C=C1/Sc2cc(Cl)ccc2NC1=O
-6.3%	x	-9.8%[12.7 µM]	-5.6%	COc1ccc(-c2cn3cccnc3n2)cc1NC(=O)C(C)C
21.8%	x	1.4%[59 µM]	2.9%	Cc1cccc(NC(=O)CSc2nc3ccc(NC(=O)CSc4nnnn4-c4ccccc4)cc3s2)c1C
66.3%[activator]	x	-14.0%	-22.6%	CCc1ccc(CNC(=O)c2ccc3nc(C4CCCCC4)oc3c2)nc1
-86.3%	x	u	7.94µM*	O=C(O)CCN1C(=O)/C(=C2\C(=O)N(Cc3ccccc3Cl)c3ccccc32)SC1=S
15.9%&0.7%	x	-45.5%[59 µM]	-13.6%	Cc1ccc2nc(NC3=NC(CC(=O)O)C(=O)N3)nc(C)c2c1 (centres undefined)
11.0%	x	-27.3%[2.33 µM]	36.3%[activator]	COC(=O)COc1ccc(S(=O)(=O)Nc2cc(OC)ccc2OC)cc1
-1.8%	x	-7.7%	-5.7%	O=C1CC(c2ccccc2Cl)Cc2c1cnn2-c1nc2ccccc2s1 (centres undefined)
-0.2%	x	-10.9%	u	CC(C(=O)N1CCCC1)N(c1ccccc1)S(C)(=O)=O (centres undefined)
-17.6%	x	0.7%	12.6%	Cc1ccc(CN2C(=O)/C(=C\c3ccc(C(=O)NCc4cccnc4)cc3)Oc3ccccc32)cc1
-4.3%	x	-4.9%[59 µM]	-8.5%	Cc1ccc(-n2[nH]c(C)c(C=Nc3ccc(S(=O)(=O)N4CCOCC4)cc3)c2=O)c(C)c1
20.5%	x	1.6%[59 µM]	4.6%	Cc1c(N/C(=N/S(=O)(=O)c2ccc(Cl)cc2)c2ccccc2)c(=O)n(-c2ccccc2)n1C
-4.1%	x	2.3%[12.7 µM]	-4.4%	CCCOc1ccc(C(=O)CCC(=O)OCC(=O)Nc2ccc(OCC)cc2)cc1
5.8%	x	50.1µM*	4.2%	COc1cc2c(C#N)c(N3CCN(C)CC3)nc(N)c2c(N)n1

Three of the compounds above, with values under each structure:
The line under a structure holds: 12-LOX inh | RGS4 inhibitor | G9a block | BAZ2B block
COc1ccccc1N/C=C1/Sc2cc(Cl)ccc2NC1=O
 : -11.5% | x | -32.1% | -9.1%
COc1ccc(-c2cn3cccnc3n2)cc1NC(=O)C(C)C
 : -6.3% | x | -9.8%[12.7 µM] | -5.6%
Cc1cccc(NC(=O)CSc2nc3ccc(NC(=O)CSc4nnnn4-c4ccccc4)cc3s2)c1C
 : 21.8% | x | 1.4%[59 µM] | 2.9%

(cont.)
12-LOX inh	RGS4 inhibitor	G9a block	BAZ2B block	SMILES
u	x	44.4%	8.5%	CCOc1ccc(NC(=O)c2ccc3c(=O)n(-c4ccc(OC)cc4OC)c(=S)[nH]c3c2)cc1
-62.2%	x	20.2%	-1.2%	CC(=O)c1ccc(OC(=O)c2cc3ccccc3oc2=O)cc1
u	x	u	-28.0%	CC(=O)c1ccc(C(=O)Nc2sc3c(c2C(N)=O)CCN(Cc2ccccc2)C3)cc1
-4.0%	x	22.4µM*	u	O=C(CC(NCCc1ccccc1)C(=O)O)Nc1ccc(O)cc1 (centres undefined)
-11.8%	x	1.5%	-1.5%	O=c1c2cnn(-c3ccc(F)cc3)c2ncn1Cc1ccccn1
-9.8%	x	-2.4%[12.7 µM]	u	CCc1c(C)nc(SCC(=O)N2CCc3ccccc32)[nH]c1=O
307.3%[activator]	x	-43.8%[12.7 µM]	-34.3%	COC(=O)c1[nH]c2cccc(OC)c2c1NC(=O)CCN1CCN(c2ccccc2F)CC1
-7.6%	x	-31.1%	-24.7%	Cc1ccc(CNC(=O)CC2Nc3c4ccccc4nc(=S)n3C2=O)cc1 (centres undefined)
-19.5%	x	-6.9%	u	Cc1ccc(C)c(N2CCN(CCCNC(=O)CCC(=O)N3CCOc4ccc(Cl)cc43)CC2)c1
-9.5%	x	2.8%[59 µM]	6.3%	Cc1cc(NC(=O)c2cnccn2)no1
9.1%	x	3.9%[59 µM]	-1.8%	COc1ccc(/C=C/C(=O)Oc2ccc(/C=N/NC(=O)COc3c(C)cccc3C)cc2)cc1
21.2%	x	16.1%[59 µM]	1.6%	Cn1cc(/C=N\NC(=O)C2COc3ccccc3O2)c2ccccc21 (centres undefined)
7.4%	x	-19.3%	-16.4%	Nc1c(C(=O)c2ccccc2O)cnn1-c1ccc(S(=O)(=O)N2CCOCC2)cc1[N+](=O)[O-]
-13.2%	x	-11.9%	-19.6%	CC1(C)CC2(CC(c3ccccc3)Oc3cc(O)ccc32)NC(=O)N1 (centres undefined)
-17.2%	x	-2.7%	-16.3%	Nc1nc(SCC(=O)NCCc2ccccc2)[nH]c(=O)c1-c1ccccc1
-0.5%	x	-0.1%	-12.0%	Cc1ccnc(NC(=O)COc2ccccc2[N+](=O)[O-])c1
-13.3%	x	3.2%	-12.2%	Cc1cc2cc3c(=O)[nH]c(=O)[nH]c3nc2cc1C
-1.1%	x	27.6%[12.7 µM]	-0.9%	COC(=O)C1=C(C)NC2=C(C(=O)CCC2)C1c1cccs1 (centres undefined)
-18.1%	x	u	u	CCOC(=O)C1=C(C)N=c2s/c(=C/c3cccc(OCC(=O)O)c3)c(=O)n2C1c1ccc(F)cc1 (centres undefined)
18.2%	x	u	-12.9%	COc1ccc(C(=O)Nc2ccc(N3CCN(C(C)=O)CC3)cc2)cc1[N+](=O)[O-]
-21.8%	x	0.2%	2.4%	COc1nc(N=C(N)N)nc2ccc(C)cc12
-1.4%	x	u	-3.8%	CCCn1c(SCC(=O)N2CCc3ccccc32)nnc1-c1ccncc1
-1.4%	x	31.6µM*	-14.5%	O=C(NCCCN1CCCC1=O)c1ccc2c(=O)n(-c3ccc(F)cc3)c(=S)[nH]c2c1
-22.9%	x	50.1µM*	-35.0%[57.1 µM]	CC(NC(=O)c1ccccc1)c1nc2ccccc2n1Cc1ccccc1F (centres undefined)
6.3%	x	4.9%[0.501 µM]	247.2%[activator]	CC(C)COC(=O)COc1cc(Cl)c(Cl)cc1Cl
u	x	-28.9%[12.7 µM]	u	CN1CCN(CC(=O)Nc2ccc(OCc3ccccc3)cc2)CC1
15.0%	x	u	-24.0%	CC1CN(C(=O)/C(C#N)=C2\N=C(NC(=O)c3ccccc3Cl)c3ccccc32)CC(C)O1 (centres undefined)
0.0%	x	-27.2%	-5.7%	COc1ccc(CN=Nc2cc(C)nc(NS(=O)(=O)c3ccccc3Cl)n2)cc1
-4.0%	u	14.1µM*	x	NC(=O)c1sc(-c2ccsc2)cc1N
-3.6%	u	24.3%[59 µM]	x	C[C@@H](Cc1ccccc1)Nc1ncnc2c1ncn2[C@@H]1O[C@H](CO)[C@@H](O)[C@H]1O

Entries shown so far containing a thiophene ring, fused or not (3):
12-LOX inh	RGS4 inhibitor	G9a block	BAZ2B block	SMILES
u	x	u	-28.0%	CC(=O)c1ccc(C(=O)Nc2sc3c(c2C(N)=O)CCN(Cc2ccccc2)C3)cc1
-1.1%	x	27.6%[12.7 µM]	-0.9%	COC(=O)C1=C(C)NC2=C(C(=O)CCC2)C1c1cccs1 (centres undefined)
-4.0%	u	14.1µM*	x	NC(=O)c1sc(-c2ccsc2)cc1N

Next section
12-LOX inh	RGS4 inhibitor	G9a block	BAZ2B block	SMILES
-1.0%	u	42.9%[59 µM]	x	CNc1ncnc2c1ncn2[C@H]1C[C@H](O)[C@@H](CO)O1
-17.0%[2.23 µM]	37.7µM*	19.1%[59 µM]	x	CCCCC/C=C\CC1OC1CCCCCCCC(=O)O (centres undefined)
-8.1%	i	39.3%[59 µM]	x	C[C@H](N)CCP(=O)(O)O
0.0%&12.4%	u	25.5%&29.2%[59 µM]	x	O=C(NCCCCCCNC(=O)ON=C1CCCCC1)ON=C1CCCCC1
3.4%&154.4%	180.0%&87.8%[activator][56.9 µM]	27.3%[59 µM]	x	CCCCN1CCC(CCC(=O)c2cc(Cl)c(N)cc2OC)CC1
4.1%&9.8%	u	-25.9%[59 µM]	x	Nc1nc(NCCc2ccc(O)cc2)nc2nc(-c3ccco3)nn12
2.7%[176 µM]	-200.0%[56.9 µM]	12.5%[59 µM]	x	Clc1cccc(Nc2nnc(-c3ccccc3)c3ccccc23)c1
-0.8%	x	32.0%[59 µM]	x	C[C@H](N)CCCP(=O)(O)O
20µM*!	i	34.5%[59 µM]	x	C[C@@H](CC(=O)O)[C@@H](N)C(=O)O
14.2%	300.0%[activator][56.9 µM]	18.7%[59 µM]	x	COc1ccc(-c2ccc(=N)n(CCCC(=O)O)n2)cc1
-6.2%[12.5 µM]	u	20.6%[59 µM]	x	CCCCCCCC/C=C\CCCCCCCC(=O)OC[C@H](CO)OC(C)=O
-1.0%	480.0%[activator][56.9 µM]	33.1%[59 µM]	x	Nc1ccnc2c1ncn2[C@@H]1O[C@H](CO)[C@@H](O)[C@H]1O
-5.6%&4.4%	x	14.8%[59 µM]	x	CC#CCOC(=O)C1=CCCN(C)C1
-3.5%[12.5 µM]	u	-0.5%[59 µM]	x	CCCCCCCCCCCCC/C=C/[C@@H](O)[C@H](CO)NC(=O)CCCCCCCCCCCCCCC
1.3%[12.5 µM]	u	16.0%[59 µM]	x	CC(C)C[C@H](NC(=O)[C@H](CCC(N)=O)NC(=O)[C@H](CCCCN)NC(=O)[C@H](CCC(N)=O)NC(=O)[C@@H](N)CCC(=O)O)C(=O)N[C@@H](CCC(N)=O)C(=O)O
-3.0%	i	25.7%[59 µM]	x	NCC(O)COc1cccc2ccccc12 (centres undefined)

Of the compounds above, 2 contain a cyano group.
12-LOX inh	RGS4 inhibitor	G9a block	BAZ2B block	SMILES
5.8%	x	50.1µM*	4.2%	COc1cc2c(C#N)c(N3CCN(C)CC3)nc(N)c2c(N)n1
15.0%	x	u	-24.0%	CC1CN(C(=O)/C(C#N)=C2\N=C(NC(=O)c3ccccc3Cl)c3ccccc32)CC(C)O1 (centres undefined)

Source: PubChem BioAssay (National Center for Advancing Translational Sciences (NCATS))

This is a subset. The share of hits here may be higher or lower than overall.
